Screening results from PubChem.
NSD2 HMT inh: blocks human histone methyltransferase NSD2. O96028. NSD2 peptide methylation, AlphaScreen, 120 min. AID 743445. inhibition, % at 12.5 µM. 310,000 tested, 0.54% active; in the data active = inhibition above about 50%
PKA-R1A activ: activates the PKA-R1A holoenzyme complex; P00514+P68181; PKA-R1A dissociation, Cy5-IP20 fluorescence polarization; scaled: DMSO 0%, 113 µM cGMP 100%; activation, % at 11.4 µM; 340,000 tested, 0.083% active; AID 504707;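 active = percent activation above the mean of all tested compounds plus 3 SD, cut at about 19% in these data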;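 note: higher means more PKAc released from R1A so a rise in polarization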
Mot1-301 SUMO: SUMOylation pathway inhibition by Mot1-301 growth rescue. S. cerevisiae Mot1-301 growth rescue, ATP luminescence, 38.5C; percent above DMSO median, 100 means doubled. growth rescue, % at 18.8 µM. 320,000 tested, 1% active. AID 2716;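 active = every valid replicate shows activation above 250% relative to neutral control wells; inactive = the rest, any valid replicate at or below 250%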;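 note: OY570 slx delta 5 strain wells were the positive control but not used for scaling; some compounds called inactive have numbers as strong as hits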
MITF TRPM1 HTS: MITF TRPM1 promoter activation in melanoma cells; SK-MEL-5 TRPM1-promoter luciferase, 24 h; % of positive control, neutral wells = 0; activation, % at 12.5 µM; 300,000 tested, 0.75% active; AID 588334;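 active = mean activation of at least 80% with every replicate also reaching 80%; inconclusive = mean reaches 80% but some replicate falls short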;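 note: 0% = neutral control wells and 100% = parthenolide positive control wells; values of inactives mirror those of a sister screen read the other way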
Pemphigus Ab inh: inhibitors of pemphigus antibody binding to human desmoglein-3; P32926; DSG3-coupled beads, scFv-anti-DSG3-GFP binding, flow cytometry; active compounds read low; binding (percent of control), % at 10 µM; 310,000 tested, 0.48% active;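 active = binding more than 3 SD below its plate's average and above zero; inconclusive = below that plate limit but binding exactly zero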;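 note: hits lower antibody fragment binding to DSG3; some compounds called inactive have numbers as strong as hits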
PKA-R2B act: activators of human PKA-R2B complex; P22694+P31323; PKA-R2B holoenzyme dissociation, Cy5-IP20 fluorescence polarization; R2B truncated from residue 108, S112A mutant; 0% DMSO only, 100% 113 µM cGMP; activation, % at 11.4 µM; 340,000 tested, 0.079% active; AID 504700;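 active = activation above a cutoff set at the mean over all compounds plus 3 SD, cut at about 18% in these data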;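 note: higher means more holoenzyme dissociation and a rise in polarization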
SR-BI HDL uptake: inhibitors of mouse SR-BI mediated HDL lipid uptake. ldlA[mSR-BI] CHO cells, DiI-HDL uptake fluorescence, 3 h. 320,000 tested, 0.96% active. Q61009. inhibition, % at 12.5 µM. AID 488896;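 active = mean replicate inhibition of at least 70% and a set share of replicates each scoring 70 or more; inconclusive = meets just one of the two criteria; inactive = fails both criteria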;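 note: 0% = median of neutral control wells and 100% = median of positive control wells; values of inactives mirror those of a sister screen read the other way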
Target sequence (Q61009 whole entry, looked up): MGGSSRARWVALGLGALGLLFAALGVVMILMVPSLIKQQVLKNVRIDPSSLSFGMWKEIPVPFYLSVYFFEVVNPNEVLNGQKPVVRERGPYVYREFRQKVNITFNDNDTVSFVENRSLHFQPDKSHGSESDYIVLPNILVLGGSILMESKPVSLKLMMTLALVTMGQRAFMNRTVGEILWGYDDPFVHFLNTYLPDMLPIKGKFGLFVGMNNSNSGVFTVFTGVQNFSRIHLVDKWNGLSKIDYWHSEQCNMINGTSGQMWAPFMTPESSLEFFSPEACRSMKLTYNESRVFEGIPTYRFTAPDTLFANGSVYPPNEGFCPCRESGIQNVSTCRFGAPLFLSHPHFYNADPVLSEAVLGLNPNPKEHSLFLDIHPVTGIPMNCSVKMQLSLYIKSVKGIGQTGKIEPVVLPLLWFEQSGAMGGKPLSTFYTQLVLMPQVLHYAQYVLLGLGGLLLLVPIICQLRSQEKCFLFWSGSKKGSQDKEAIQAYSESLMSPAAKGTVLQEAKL
Arrestin-AP2 inh: human beta-arrestin and AP2 interaction inhibition; inhibition, % at 10 µM; AID 504490; 340,000 tested, 0.31% active; FITC-arrestin peptide / GST-AP2 beads, flow cytometry; AP2 beta2 appendage carries R879A mutation;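 active = inhibition above a set limit, near 3 SD of compounds lacking own fluorescence, cut at about 54% in these data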;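 note: plate controls were DMSO wells for no effect and 5 µM unlabelled arrestin peptide for full effect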
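Measured by: flow cytometry, FL1 (488/535 nm); Material: AP2 appendage R879A on GSH beads; Evaluation: percent response; Timing: pre-incubation 12 min, peptide binding 1 h, room temperature; Also added: 50 nM FITC-arrestin peptide; Medium: PBS with 0.05% Tween 20 and 0.1% BSA.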
dFosB activator: mouse delta FosB homodimer activation. P13346. activation, % at 25 µM. purified delta FosB, TAMRA-CDK5 oligo fluorescence polarization; percent of positive-control signal above neutral wells. 340,000 tested, 0.99% active;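 active = mean activation above about 17%, with every replicate also reaching it, limit read from the data, passing the limit was not always enough; inconclusive = only one of the two conditions met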;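 note: fluorescence polarization rise as delta FosB binds a TAMRA Cdk5 AP-1 oligo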
Target sequence (P13346 whole entry, looked up): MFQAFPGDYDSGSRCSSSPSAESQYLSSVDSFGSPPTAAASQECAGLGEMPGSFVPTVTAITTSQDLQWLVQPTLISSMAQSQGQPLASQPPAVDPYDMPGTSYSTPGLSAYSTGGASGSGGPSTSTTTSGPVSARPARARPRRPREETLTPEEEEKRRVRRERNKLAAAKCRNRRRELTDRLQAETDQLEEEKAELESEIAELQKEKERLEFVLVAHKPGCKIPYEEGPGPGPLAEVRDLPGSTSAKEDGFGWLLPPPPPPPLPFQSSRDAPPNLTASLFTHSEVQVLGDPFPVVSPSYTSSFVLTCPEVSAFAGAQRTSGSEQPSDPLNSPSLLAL
SR-BI uptake up: enhances SR-BI lipid uptake from DiI-HDL; CHO ldlA[mSR-BI] cells, DiI-HDL uptake fluorescence, 3 h; 100 = double the neutral-control signal; activation, % at 12.5 µM; 320,000 tested, 0.096% active; AID 504775;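 active = mean replicate activation of at least 60% and every replicate at or above 60%; inconclusive = mean or all-replicate condition met, but not both; inactive = mean below 60% and not all replicates reaching 60%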;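 note: 0% = median plate neutral-control signal and 100% = twice that signal; values of inactives mirror those of a sister screen read the other way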
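Test system: SR-BI-overexpressing, LDLR-lacking CHO cells; Also added: labelled HDL, 10 µg/mL; Measured by: bottom-read cell fluorescence after medium removal, ex 550/em 595 nm; Timing: 3 h uptake period with compound, 37 °C; Buffer or medium: F12, 0.5% BSA, 25 mM HEPES; Doses: single compound concentration, delivered by pin transfer.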
CDK5 inh: inhibitors of human CDK5/p35 kinase; 330,000 tested, 0.01% active; inhibition, % at 10 µM; AID 488839; Recombinant CDK5/p35, ADP-Glo luminescence, 60 min;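 active = highest replicate inhibition of at least 50% and at least 75% of replicates reaching 50%; inconclusive = only one of the two criteria met; inactive = both criteria failed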;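 note: plate controls were DMSO neutral control for no effect and GW8510 at 10 µM for full effect; many of its hits are not listed in these tables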
Starred values were filed as active, the others as inactive; u = inconclusive; x = not tested or not shown; & = joins results of further samples. Random draw from the library. Share with any hit: about 4.7%.

SMILES	NSD2 HMT inh	PKA-R1A activ	Mot1-301 SUMO	MITF TRPM1 HTS	Pemphigus Ab inh	PKA-R2B act	SR-BI HDL uptake	Arrestin-AP2 inh	dFosB activator	SR-BI uptake up	CDK5 inh
COc1ccc2cc(/C(C)=N/NC(=O)C3CC3)ccc2c1	0	-6	-12	48	97	-8	28	-12	-10	-28	-1.4
COc1ccc(Cn2c(O)c(/C=N/NC(=O)c3cccnc3)c3ccccc3c2=O)cc1	-4	-2	x	-16	100	-16	31	-14	-12	-31	1.0
Cc1onc(-c2ccccc2Cl)c1C(=O)Nc1nnc(-c2ccc(Br)cc2)s1	x	-1	-19	3	115	-9	-1	3	-3	1	-3.0
CC(=O)NCCc1c[nH]c2ccc(O)cc12	x	-10	-8	-4	99	2	-4	0	5	4	0.5
CCOCCCn1c(=NC(=O)c2cccnc2)c(C(=O)OCC)cc2c(=O)n3ccccc3nc21	3&2	1&-21	x	-1&6	87&105	-14&-20	2&-10	-2&-5	-3&-9	-2&10	-1.5&0.7
CCOc1cccc(C=Nc2cc(C)cc(C)c2O)c1O	x	1	15	4	108	2	19	8	-11	-19	1.0
COC(=O)c1sccc1NC(=O)c1cnc2cc(C)nn2c1C	-3	0	x	-3	x	9	-15	37	8	15	1.7
COc1ccc(-c2csc(N3CCN(c4cc(C)nc5ccccc45)CC3)n2)cc1OC	1	7	2	-72	x	1	54	8	-1	-54	-0.1
C=CCN1C(=O)C(CC(=O)Nc2ccc(C)cc2)SC1=Nc1c(C)n(C)n(-c2ccccc2)c1=O (configuration not stated)	2	-1	4	-6	97	3	7	7	-19	-7	0.8
CCc1nnc(NS(=O)(=O)c2ccc(NC(=O)c3cccc(Br)c3)cc2)s1	1	-8	603	-8	105	-3	-42	-12	-4	x	-4.6
COc1ccc(OC)c(CN2CCSCC2)c1	-2	-6	-9	4	107	-2	20	-6	1	-20	-1.5
CCN(CC)CC#CCOC(=O)C(O)(c1ccccc1)C1CCCCC1 (configuration not stated)	x	1	62	-3	111	9	7	23	0	0	-0.3
NC(=O)CC[C@@H]1NC(=O)[C@H](CO)NC(=O)c2cc([N+](=O)[O-])cc(I)c2OCC[C@@H](C(N)=O)NC1=O	x	-5	201	6	x	4	-18	5	-3	18	0.4
O=C(/C=C\Nc1ccc2c(c1)OCO2)c1ccc2c(c1)OCO2	0	-8	5	13	79	7	34	-6	2	-34	-0.8
COc1ccc2c(c1)c(C(=O)N/N=C/c1cccs1)c(C)n2C	x	-14	1	-20	107	-10	-12	0	-4	12	2.6
COc1ccc(NC(=S)Nc2ccc(S(N)(=O)=O)cc2)c(C)c1	0	-11	-6	-17	103	4	-8	27	5	8	0.5
Cc1cccc(CSCc2ccc(C(=O)NCC3CCCO3)o2)c1 (configuration not stated)	x	-6	315*	0	97	-8	-4	-1	-5	4	-0.8
c1cn(-c2ncnc3sc4c(c23)CCCC4)cn1	0	1	10	x	x	5	10	-1	2	-10	0.8
O=C(O)c1ccc(-n2c(-c3ccc(Br)cc3)n[nH]c2=S)cc1	0	11	-3	2	107	0	-14	2	-8	14	4.0
CC(=O)NC(=S)NNC(=O)COc1ccc([N+](=O)[O-])cc1	-1	-6	95	-2	103	-15	-42	0	4	42	2.6
Cc1ccc(S(=O)(=O)N(C)c2ccc(OC(=O)COc3ccccc3)cc2)cc1	-1	-12	-8	2	105	1	0	6	-7	0	-2.1
O=C1CC(NNc2nc3ccccc3s2)C(=O)N1c1ccccc1 (configuration not stated)	-1	-2	1	-3	95	5	-4	7	10	4	-2.6
COc1nc(OC)nc(N2CCC(C(=O)NC3CC3)CC2)n1	-2	-5	0	-1	103	-4	-9	18	1	9	1.0
CCOC(=O)c1sc(NC(=O)c2cc3c(s2)CCC(C)C3)nc1C (configuration not stated)	-8	-2	-12	-71	107	1	16	-7	-3	-16	1.0
COc1ccc(-n2c(Cn3c(=O)sc4ccccc43)nnc2SCC(=O)N2CCCCC2)cc1	x	-3	-9	-4	111	-10	-2	2	1	2	0.6

Compound profiles (already shown).
`Cc1cccc(CSCc2ccc(C(=O)NCC3CCCO3)o2)c1` (configuration not stated) is entered as NSD2 HMT inh = x; PKA-R1A activ = -6; Mot1-301 SUMO = 315*; MITF TRPM1 HTS = 0; Pemphigus Ab inh = 97; PKA-R2B act = -8; SR-BI HDL uptake = -4; Arrestin-AP2 inh = -1; dFosB activator = -5; SR-BI uptake up = 4; CDK5 inh = -0.8
`COc1ccc2c(c1)c(C(=O)N/N=C/c1cccs1)c(C)n2C` is entered as NSD2 HMT inh = x; PKA-R1A activ = -14; Mot1-301 SUMO = 1; MITF TRPM1 HTS = -20; Pemphigus Ab inh = 107; PKA-R2B act = -10; SR-BI HDL uptake = -12; Arrestin-AP2 inh = 0; dFosB activator = -4; SR-BI uptake up = 12; CDK5 inh = 2.6

3 compounds already listed, ordered by length of the SMILES, falling.
SMILES	NSD2 HMT inh	PKA-R1A activ	Mot1-301 SUMO	MITF TRPM1 HTS	Pemphigus Ab inh	PKA-R2B act	SR-BI HDL uptake	Arrestin-AP2 inh	dFosB activator	SR-BI uptake up	CDK5 inh
CCc1nnc(NS(=O)(=O)c2ccc(NC(=O)c3cccc(Br)c3)cc2)s1	1	-8	603	-8	105	-3	-42	-12	-4	x	-4.6
CC(=O)NC(=S)NNC(=O)COc1ccc([N+](=O)[O-])cc1	-1	-6	95	-2	103	-15	-42	0	4	42	2.6
COC(=O)c1sccc1NC(=O)c1cnc2cc(C)nn2c1C	-3	0	x	-3	x	9	-15	37	8	15	1.7

The listing continues:
SMILES	NSD2 HMT inh	PKA-R1A activ	Mot1-301 SUMO	MITF TRPM1 HTS	Pemphigus Ab inh	PKA-R2B act	SR-BI HDL uptake	Arrestin-AP2 inh	dFosB activator	SR-BI uptake up	CDK5 inh
C=CCSc1nn2c(=O)c3ccccc3nc2s1	x	-8	3	x	98	-7	-8	-6	-15	8	0.3
O=C(c1cccc2nccnc12)N1CCCC(Nc2ccc(F)c(F)c2)C1 (configuration not stated)	-1	-10	-24	13	96	3	1	8	0	-1	0.5
COc1ccc(Cn2c(CCC(=O)Nc3ccc(CC#N)cc3)nc3cccnc32)cc1	14	2	-13	10	102	8	12	-4	-5	-12	1.3
COc1ccc(C(=O)NC(=S)Nc2ccc3[nH]c(=O)[nH]c3c2)c(OC)c1	5	3	-7	31	120	0	-33	17	-6	33	-3.3
CCN(CC(=O)Nc1ccccc1C(F)(F)F)C(=O)c1ccc2[nH]c3c(c2c1)CC(C)CC3 (configuration not stated)	3	-7	40	16	104	-13	33	1	-3	-33	0.5
COc1cccc(CC2(CO)CCCN(Cc3nc(-c4cccs4)oc3C)C2)c1 (configuration not stated)	-2	-9	36	10	94	-4	x	-18	1	x	-2.0
CC1CCCCC1NC(=O)CN1CCC(NC(=O)c2ccc([N+](=O)[O-])cc2)CC1 (configuration not stated)	5	-10	4	0	114	-3	x	24	0	x	-2.6
O=C(CN1CCCCC1)N/N=C/c1cccc(C(F)(F)F)c1	0	0	172	-14	x	4	-164	6	0	u	-3.5
COc1ccc(Cl)cc1NC(=O)C1CC(c2c(F)cccc2Cl)=NO1 (configuration not stated)	-2	0	11	x	117	-6	22	24	-8	-22	1.1
Cc1ccc(C)n1-c1cccc(C(=O)Nc2ccccc2)c1	21	9	-17	x	114	9	-11	4	-2	11	1.6
Cc1ccc(C(=O)Nc2ccccc2OC(F)F)cc1	-2	-6	-7	41	97	-3	16	1	-1	-16	0.0
CSCCC(=O)N(C)CC1CCN(CCc2cccc(C(F)(F)F)c2)CC1	1	-2	-2	x	123	1	-1	-14	-2	1	-5.7
O=C1C=C(NCc2ccc(Cl)c(Cl)c2)CC1	-8	-2	17	0	107	-3	10	-6	-7	-10	0.4
CN(CCC#N)C(=O)COC(=O)c1cc(Cl)cc(Cl)c1N	-6	-2	0	-4	95	9	20	32	2	-20	-0.8
CC(=O)C1=C(O)C(=O)N(c2ccc(Br)cn2)C1c1ccccc1F (configuration not stated)	-3	-1	-13	8	111	-13	3	-20	2	-3	-0.7
O=C(CN(CC(=O)N1CCOCC1)S(=O)(=O)c1ccc(Br)s1)N1CCOCC1	0	-2	-22	7	102	7	x	0	-10	x	1.2
COc1cccc(OCC(=O)NNC(=O)c2cnccn2)c1	1	-10	3	3	95	1	-10	-5	2	10	1.5
Cc1cc(=O)oc2cc(NC(=O)c3ccccc3Cl)ccc12	-3	-1	-10	98*	110	5	6	43	-5	-6	-0.9
COc1ccc(C)cc1NC(=O)c1c([N+](=O)[O-])cnn1C	-2	2	-6	-2	115	-6	20	3	-4	-20	-0.6
CN(C(=O)COC(=O)c1nc(Cl)ccc1Cl)c1ccccc1	-2	-2	-2	-4	114	-1	-8	6	-10	8	-0.1
COc1ccc(CNC(=O)Cn2nc(C(F)(F)F)cc2C)cc1	-1	-12	-9	-11	101	-10	-17	1	-9	17	-2.6
COc1ccc(N2C(=O)CC(Sc3nc(C)cc(C)n3)C2=O)cc1OC (configuration not stated)	0	1	-11	3	97	0	-23	-4	10	23	0.8
Cc1ccc(N(CC(=O)NN=C2CCN(C)CC2)S(=O)(=O)c2ccc(C)cc2)cc1	-2	-7	291	-4	107	-2	-12	-2	-15	12	-0.4

An excerpt from above in order of their number in PKA-R1A activ, ascending:
SMILES,PKA-R1A activ
CC1CCCCC1NC(=O)CN1CCC(NC(=O)c2ccc([N+](=O)[O-])cc2)CC1 (configuration not stated),-10
O=C1C=C(NCc2ccc(Cl)c(Cl)c2)CC1,-2
COc1ccc(C)cc1NC(=O)c1c([N+](=O)[O-])cnn1C,2
